# Screening results as filed in PubChem BioAssay.
# AHR act = activators of human aryl hydrocarbon receptor. P35869. AHR-responsive luciferase reporter cells, luminescence. activation, % at 5 µM. 320,000 compounds, 2.5% hits; in the data active = activation above about 47%;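 also: 0% = vehicle wells and 100% = reference agonist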
# RPL19A TOR yeast = yeast TOR pathway RPL19A-GFP modulation; S. cerevisiae RPL19A-GFP strain, flow cytometry, 3 h; hits give low values; percent response vs DMSO, % at 10 µM; 330,000 compounds, 0.3% hits; AID 2025;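 active = percent response vs DMSO below 50%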;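 also: median channel GFP fluorescence of the barcoded RPL19A-GFP strain; ratio of sample median GFP to plate DMSO average so 100% = DMSO; lower means less RPL19A-GFP as with rapamycin TOR inhibition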
# proCasp7 act = counter-screen: procaspase-7 (human) activation; activation, % at 8.5 µM; recombinant procaspase-7, Ac-DEVD-pNA absorbance 405 nm; D23A/D198A/D206A triple mutant, cannot self-cleave; scale: DMSO 0, 5 µM enzyme 100; 330,000 compounds, 0.093% hits;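 active = percent activation above the screen-wide mean plus 3 SD, cut at about 25% in these data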
#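 Replicates: singlicate. Assay system: Procaspase-7 triple mutant (PC-7 D3A). Signal: 405 nm absorbance of p-nitroaniline. Times: 1 h preincubation, 2 h reaction. Buffer or medium: Zinc-free HEPES pH 7.4 with 300 mM NaCl, 0.01% Triton X-100. Also added: DEVD-pNA substrate. Benchmarks: DMSO wells as 0%, DMSO with 5 µM added PC-7 as 100%.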
# LAP4 TOR yeast = alters LAP4-GFP fluorescence in TOR pathway yeast screen; S. cerevisiae LAP4-GFP multiplex, flow cytometry GFP, 3 h; median GFP as percent of DMSO wells; GFP response vs DMSO, % at 10 µM; 320,000 compounds, 0.34% hits;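 active = GFP response vs DMSO above a set limit, about the screen mean plus 3 SD, cut at about 150% in these data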
# ZTA counter = ZTA (EBV) inhibition in EBNA-1 counter-screen; P03206; AID 2234; inhibition, % at 11 µM; 320,000 compounds, 0.15% hits; ZTA-DNA binding, fluorescence polarization; in the data active = inhibition above about 33%
# EBNA-1 inhibitor = blocks EBNA-1 binding to DNA. EBNA-1 DNA binding, fluorescence polarization. inhibition, % at 14.8 µM. 300,000 compounds, 0.34% hits; in the data active = inhibition above about 28%
# proCasp3 act = activators of human procaspase-3. recombinant procaspase-3 D3A, Ac-DEVD-pNA absorbance 405 nm. activation, % at 8.5 µM. 330,000 compounds, 0.11% hits. P42574;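 active = activation above the mean of all tested compounds plus 3 SD, cut at about 21% in these data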;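 also: 0% = DMSO alone and 100% = DMSO wells spiked with extra 5 µM PC-3 D3A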
#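 Assay system: Procaspase-3 D3A mutant, all three cleavage aspartates alanine. Buffer or medium: Zinc-free HEPES saline buffer with Triton X-100. Times: 1 h compound preincubation, 2 h substrate hydrolysis at 25 °C. Measured by: 405 nm absorbance of p-nitroaniline, reads at 0 and 120 min. Read-out basis: percent activation relative to control range. Replicates: singlicate.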
# MEP2 TOR yeast = modulators of TOR pathway MEP2-GFP in S. cerevisiae; S. cerevisiae MEP2-GFP strain, flow cytometry GFP, 3 h; 100% = DMSO control level; GFP response vs DMSO, % at 10 µM; 330,000 compounds, 0.51% hits;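 active = GFP response versus DMSO above a set limit, roughly screen mean plus 3 SD, cut at about 180% in these data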;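 also: median GFP fluorescence of the barcode-gated MEP2-GFP cells per well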
# * = called active by the depositor; nt = no result given; [ ] = another dose, or the depositor's remark. Not a hit list; about 3.8% have a hit in one of these screens.
nr	smiles	ZTA counter	MEP2 TOR yeast	RPL19A TOR yeast	AHR act	LAP4 TOR yeast	EBNA-1 inhibitor	proCasp3 act	proCasp7 act
1	NC(=O)CC(NC(=O)Cc1ccc(Br)cc1)c1ccc(N2CCC(Br)CC2)c([N+](=O)[O-])c1 (stereo unspecified)	-10	99	100	-6	129	4	8	4
2	CC(=O)Nc1ccc(SC(C)C(=O)NC(N)=O)cc1 (stereo unspecified)	-1	105	100	-2	102	6	-18	-6
3	Cc1cc([N+](=O)[O-])nn1CC(=O)N1CCOCC1	-12	96	95	-2	96	9	7	2
4	COCc1c(C(=O)N/N=C/c2cccc3ccccc23)nnn1-c1nonc1N	-13	94	96	7	98	-6	-4	1
5	CCOc1cc(-c2cc(-c3ccc(OC)cc3)nc(N)c2C#N)ccc1O	-23	101	97	1	129	4	-9	-24
6	COC(CN(C(=O)CCl)C(C(=O)NC1CCCCC1)c1ccc(C)cc1)OC (stereo unspecified)	9	89	95	3	93	0	-6	6
7	O=C(CCc1c[nH]c2ccccc12)OCC(=O)N1CCN(S(=O)(=O)c2ccccc2)CC1	11	103	101	-1	99	4	11	2
8	CCOC(=O)N1CCC(NC(=O)CS(=O)(=O)Cc2nc(-c3ccc(C)cc3)oc2C)CC1	17	94	99	-1	104	9	2	0
9	COC(=O)C1=C(C)n2nnnc2NC1c1cc2ccccc2o1 (stereo unspecified)	-16	104	102	6	103	-1	0	3
10	Cc1ccc(C)c(S(=O)(=O)/N=C2\C=C(NS(=O)(=O)c3ccccc3)C(=O)c3ccccc32)c1	12	99	99	74*	91	-9	2	-9
11	COC(=O)Nc1nnc(Cc2ccc(Cl)cc2)s1	-1	104	102	5	104	-1	7	2
12	CCOC(=O)CC1(NC(=O)C2CCC(=O)N(CCc3ccc(OC)cc3)C2)CCCCC1 (stereo unspecified)	-12	102	100	-4	82	-6	14	8
13	Cc1cc(NC(=O)CSc2nc3cc(Cl)ccc3o2)no1	3	101	102	10	101	6	1	9
14	COc1ccc(-c2nn(-c3ccccc3)cc2CO)cc1	-10	105	103	10	107	2	0	1
15	O=S(=O)(NCc1cn2ccccc2n1)c1cccs1	-6	96	97	6	110	-12	7	7
16	Cc1ccc(S(=O)(=O)NC2=NCN(CCOC(=O)c3ccccc3)CN2)cc1	-5	103	103	-3	104	6	-5	1
17	Cc1ccc(Cn2c(CCCO)nc3ccccc32)cc1	-10	95	102	-2	89	-4	-3	-1
18	CCCn1c(N)c(N(CCOC)C(=O)COC(=O)CSc2cc(C)c3ccccc3n2)c(=O)[nH]c1=O	8	103	103	1	106	4	2	-2
19	CS(=O)(=O)N(CC(=O)N1CCN(c2ccccc2F)CC1)c1cccc(C(F)(F)F)c1	-10	96	96	-1	90	7	-6	6
20	Cc1ccc(NC(=O)CN2C(=O)S/C(=C\c3ccccn3)C2=O)cc1	7	108	99	11	87	5	8	4
21	COc1ccc(NC(=O)c2ccc3c(c2)C(=O)N(Cc2cccnc2)C3=O)c(OC)c1	5	98	96	16	98	-3	14	-19
22	CN(C)c1ccc(/C=C/c2cc[n+](C)cc2)cc1	-4	249*	116	-2	199*	4	-16	-4
23	COC(=O)c1ccc(C(=O)OC)c(NC(=S)N2CCN(c3ccc(F)cc3)CC2)c1	3	108	108	1	97	-12	-7	-3
24	COc1ccc(-c2noc(CNC(=O)c3ccoc3C)n2)cc1	-8	103	100	0	97	9	-8	2
25	COC(=O)c1n[nH]n(-c2ccc(F)c(Cl)c2)c1=O	1	99	100	-2	101	-3	3	5
26	CCOc1ccc(OCC)c(-c2c(=O)n(OCc3ccc(Cl)cc3)c3ccccc3[n+]2[O-])c1	1	93	95	-10	98	8	-7	2
27	O=c1[nH]cnc2nn(-c3ccccc3)nc12	10	89	94	14	93	2	-3	-4
28	C/C(=N\NC(=O)c1ccccc1Br)c1ccc(N2CCOCC2)cc1	-1	103	110	7	98	4	2	2
29	Cc1ccc(S(=O)(=O)N2CCc3ccccc3C2)cc1	-9	103	98	0	95	-4	9	1
30	CCOC(=O)N1CCN(C(=S)Nc2ccccc2C)CC1	-15	98	98	-2	102	8	8	6

# Structural class, the entries above containing a nitro group on carbon
nr	smiles	ZTA counter	MEP2 TOR yeast	RPL19A TOR yeast	AHR act	LAP4 TOR yeast	EBNA-1 inhibitor	proCasp3 act	proCasp7 act
1	NC(=O)CC(NC(=O)Cc1ccc(Br)cc1)c1ccc(N2CCC(Br)CC2)c([N+](=O)[O-])c1 (stereo unspecified)	-10	99	100	-6	129	4	8	4
3	Cc1cc([N+](=O)[O-])nn1CC(=O)N1CCOCC1	-12	96	95	-2	96	9	7	2

# Ordered by count of non-hydrogen atoms (falling): part of the list above
nr	smiles	ZTA counter	MEP2 TOR yeast	RPL19A TOR yeast	AHR act	LAP4 TOR yeast	EBNA-1 inhibitor	proCasp3 act	proCasp7 act
18	CCCn1c(N)c(N(CCOC)C(=O)COC(=O)CSc2cc(C)c3ccccc3n2)c(=O)[nH]c1=O	8	103	103	1	106	4	2	-2
1	NC(=O)CC(NC(=O)Cc1ccc(Br)cc1)c1ccc(N2CCC(Br)CC2)c([N+](=O)[O-])c1 (stereo unspecified)	-10	99	100	-6	129	4	8	4
9	COC(=O)C1=C(C)n2nnnc2NC1c1cc2ccccc2o1 (stereo unspecified)	-16	104	102	6	103	-1	0	3
30	CCOC(=O)N1CCN(C(=S)Nc2ccccc2C)CC1	-15	98	98	-2	102	8	8	6

# (more compounds)
nr	smiles	ZTA counter	MEP2 TOR yeast	RPL19A TOR yeast	AHR act	LAP4 TOR yeast	EBNA-1 inhibitor	proCasp3 act	proCasp7 act
31	Cc1cccc(CCNC(=O)c2cc(=O)[nH]c3ccc(Br)cc23)c1	21	102	103	18	93	14	-8	-8
32	O=C(Nc1cccc(-n2cnnn2)c1)c1ccoc1COc1ccc(Cl)cc1	-15	107	100	3	112	10	-1	1
33	C[C@@H]1CC[C@]2(O[C@H](CCO)C[C@@H](O)[C@@H]2O)O1	-6	93	102	1	121	6	-4	9
34	COc1ccccc1C(=O)NNC(=O)C(=O)Nc1ccc(C)c(Cl)c1	-1	99	105	13	102	3	2	6
35	C(=C\c1ccco1)/C=N/n1cnnc1	-2	101	100	1	105	-8	0	-2
36	COc1ccc(C(=O)NCc2nnc(SCC(=O)NC3CCCCC3)n2C)cc1	3	102	104	1	97	4	5	-9
37	CCOc1ccccc1NC(=O)CN(c1ccc(OC)cc1OC)S(=O)(=O)c1ccccc1[N+](=O)[O-]	-8	96	90	13	93	6	-1	-16
38	Cc1nc2c(sc3nc(N4CCOCC4)c4c(c32)CC(C)(C)OC4)c(-c2ccccc2)c1C(=O)O	1	105	101	-3	110	0	-2	-1
39	N#Cc1ccsc1NC(=O)c1cnccn1	23	91	91	-1	84	8	1	3
40	Cc1nc2ccc(Nc3nc4cc(S(=O)(=O)N5CCOCC5)ccc4o3)cc2s1	-17	149	74[may fluoresce violet]	7	100[may fluoresce violet]	-9	-31	-35
41	O=C(Oc1ccc(/C=N/NC(=O)c2ccco2)cc1)c1ccccc1	11	96	100	5	109	nt	-11	-7
42	CN(Cc1cccc(Cl)c1Cl)C(=O)c1cccc(S(=O)(=O)N2CCN(Cc3ccccc3)CC2)c1	7	94	93	2	86	0	1	10
43	N=C(N)SCc1ccc(O)c([N+](=O)[O-])c1	4	107	107	3	87	-9	-13	-18
44	CCOC(=O)c1sc(NC(=S)NC(=O)c2cccc(Cl)c2)c(C(=O)OCC)c1C	-1	98	101	-1	102	4	2	7
45	O=C1/C(=C/c2ccncc2)SC(=S)N1Nc1ccccc1	17	93	99	9	121	-2	-24	-26
46	COc1ccc(-c2nc(C#N)c(N3CCc4ccccc4C3)o2)cc1OC	12	103	103	8	110	12	6	3
47	COc1cccc(N=Nc2c(N)[nH][nH]c2=O)c1	-6	91	100	28	98	2	1	5
48	COc1ccc(NC(=O)c2sc3nc(N4CCCC4)c4c(c3c2N)CC(C)(C)OC4)cc1	1	113	95	0	105	-5	-9	-14
49	CCCCOC(=O)Nc1nnc(-c2ccccc2OC)s1	19	94	92	26	94	-8	2	5
50	Cc1c(C(=O)N2CCCCC2)oc2ccccc12	nt	102	106	5	93	nt	-3	1
51	CCn1ccnc1CN1CCC(CO)(CCOc2ccccc2)CC1	-3	100	99	0	122	7	2	0
52	Cc1c(NC(=O)CC(=O)Nc2c(C)n(C)n(-c3ccccc3)c2=O)c(=O)n(-c2ccccc2)n1C	8	103	99	0	95	3	-2	10
53	Cc1ccc(CC(=O)O/N=C(\N)c2ccncc2)cc1	-24	90	104	12	92	0	0	-2
54	CC(C)(CNC(=O)C1c2ccccc2-c2ccccc21)N1CCOCC1	-4	96	97	2	74	9	3	0
55	Cc1ccc(S(=O)(=O)CCC(=O)OCC(=O)NCCc2ccc(F)cc2)cc1	12	96	105	-1	80	1	10	-6
56	COc1ccc(C2CC(c3cccc(OC)c3OC)n3nnnc3N2)cc1 (stereo unspecified)	3	107	103	1	101	1	3	-9
57	CCCn1c(N)c(N(CCOC)C(=O)c2cccc(F)c2)c(=O)[nH]c1=O	8	105	99	-3	94	13	1	3
58	COc1ccc(/C=C/C(=O)NCCc2c[nH]c3ccccc23)cc1OC	-18	100	103	29	92	-7	6	-4
59	COc1cc(/C=C(\C#N)C(=O)NCC2CCCO2)cc(OC)c1OC (stereo unspecified)	10	103	102	-1	108	-13	2	-2
60	O=C1CC(C2CCCO2)C(=O)N1c1ccc(Cl)c(Cl)c1 (stereo unspecified)	13	95	91	1	95	2	4	8

# 7 of the entries above in order of their number in EBNA-1 inhibitor, smallest number first.
no.	compound	MEP2 TOR yeast	RPL19A TOR yeast	AHR act	LAP4 TOR yeast	EBNA-1 inhibitor	proCasp3 act
35	C(=C\c1ccco1)/C=N/n1cnnc1	101	100	1	105	-8	0
58	COc1ccc(/C=C/C(=O)NCCc2c[nH]c3ccccc23)cc1OC	100	103	29	92	-7	6
42	CN(Cc1cccc(Cl)c1Cl)C(=O)c1cccc(S(=O)(=O)N2CCN(Cc3ccccc3)CC2)c1	94	93	2	86	0	1
44	CCOC(=O)c1sc(NC(=S)NC(=O)c2cccc(Cl)c2)c(C(=O)OCC)c1C	98	101	-1	102	4	2
37	CCOc1ccccc1NC(=O)CN(c1ccc(OC)cc1OC)S(=O)(=O)c1ccccc1[N+](=O)[O-]	96	90	13	93	6	-1
46	COc1ccc(-c2nc(C#N)c(N3CCc4ccccc4C3)o2)cc1OC	103	103	8	110	12	6
57	CCCn1c(N)c(N(CCOC)C(=O)c2cccc(F)c2)c(=O)[nH]c1=O	105	99	-3	94	13	1

# (next part)
nr	smiles	ZTA counter	MEP2 TOR yeast	RPL19A TOR yeast	AHR act	LAP4 TOR yeast	EBNA-1 inhibitor	proCasp3 act	proCasp7 act
61	CC(C)COC(=O)N1CCCC1C(=O)O (stereo unspecified)	-10	100	117	0	79	2	1	3
62	COc1ccccc1-c1nnc(NC(=O)c2ccc(S(=O)(=O)N3CCCC3)cc2)o1	-4	98	79	39	169*	0	7	4
63	Nc1ccc2c3c(cccc13)CC2	18	111	102	55*	104	1	-2	-4
64	CCCS(=O)c1nc(C)cc(C)c1S(C)(=O)=O (stereo unspecified)	7	109	95	-1	95	-16	11	5
65	Cc1nn(CC2CC2)c(=O)n1-c1ccc(Oc2ccccc2)cc1	-2	102	104	4	105	-5	-3	-3
